# GSH bead fluor: compound fluoresces at 488/530 nm on GSH beads. GSH beads flow cytometry, compound fluorescence 488/530 nm; active compounds read high. fluorescence (KMESF) at 10 µM. hit rate 0.25% among 190,000. AID 1776; in the data active means fluorescence above about 89;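 further: glutathione beads carrying GST-tagged Bcl family fusion proteins plus one bare bead set; values are compound well signal with DMSO vehicle wells as background; inactives centre near 16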
# Rac1 wt GTP bind: human Rac1 wildtype GTP binding, inhibitors and activators. GST-Rac1 beads, fluorescent GTP binding, flow cytometry; actives lie on both sides; 0 = cold GTP competed, 100 = untreated. AID 757. P63000. GTP binding activity (% of control), % at 10 µM. hit rate 0.27% among 190,000;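 active means GTP binding activity at least 20 points away from the 100% control level, either lower or higher; inconclusive means compound flagged as likely green fluorescent, judged across all proteins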
# Pf gamet viab: kills late stage P. falciparum gametocytes. P. falciparum stage V gametocytes, ATP luminescence, 24 h. inhibition, % at 10.9 µM. hit rate 0.065% among 150,000;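 active means inhibition above the mean plus 3 SD of compounds within the control limits, set per campaign, cut at about 38% in these data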;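 further: 0% = DMSO wells and 100% = medium only without gametocytes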
# HRas wt GTP bind: modulators of GTP binding to human HRas wildtype; GTP binding activity, % at 10 µM; P01112; hit rate 0.14% among 190,000; GST-Ras wt beads, Bodipy-FL-GTP binding, flow cytometry; actives lie on both sides; AID 759;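 active means GTP binding activity at least 20% away from the 100% baseline, either lowered as inhibitor or raised as activator; inconclusive means flagged as likely green fluorescent, judged across all proteins in the well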;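 further: 0% = unlabeled GTP competition control and 100% = no-compound control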
# Target sequence (P01112 whole entry, looked up): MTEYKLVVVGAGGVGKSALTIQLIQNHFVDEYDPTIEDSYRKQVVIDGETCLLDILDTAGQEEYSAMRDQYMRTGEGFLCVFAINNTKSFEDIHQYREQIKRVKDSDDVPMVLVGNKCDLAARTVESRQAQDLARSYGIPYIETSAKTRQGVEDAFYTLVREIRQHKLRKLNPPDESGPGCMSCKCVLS
# ABCB1 inh: inhibitors of human ABCB1 transporter, ABCG2 counter-screen. CCRF-Adr cells, JC-1 efflux, flow cytometry. hit rate 0.067% among 190,000. P08183. inhibition, % at 6.6 µM; in the data active means inhibition above about 40%;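 further: 0% = vehicle and 100% = reference inhibitor; higher value means more JC-1 retained so stronger ABCB1 efflux block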
# Rab2A wt mod: changes GTP binding to wildtype dog Rab2A, up or down; P61105; GST-Rab2 wt beads, Bodipy-GTP binding, flow cytometry; GTP binding activity, % at 10 µM; hit rate 0.19% among 190,000;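 active means GTP binding activity at least 20 points away from 100%, either lowered or raised; inconclusive means signal likely due to the compound's own green fluorescence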;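 further: 0% = beads with excess unlabeled GTP and 100% = no-compound control corrected for plate trend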
# Rac1 mut GTP: alters GTP binding to activated mutant human Rac1 | AID 764 | hit rate 0.11% among 190,000 | percent activity (GTP binding), % at 10 µM | GST-Rac1 activated beads, fluorescent GTP binding, flow cytometry; actives lie on both sides; 100% means binding = to untreated wells;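 active means GTP binding at least 20 percentage points away from the 100% baseline, in either direction, so actives lie on both sides; inconclusive means Compound likely fluorescent itself, or too few beads counted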
# Rab7 wt GTP bind: alters GTP binding to wildtype dog Rab7. AID 758. GST-Rab7 beads, fluorescent GTP binding, flow cytometry; actives lie on both sides; untreated = 100%, excess cold GTP = 0%. GTP binding activity (percent of control), % at 10 µM. hit rate 0.055% among 190,000;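 active means fluorescent GTP binding to Rab7 beads changed by at least 20 points from the 100% baseline, either direction, mostly lower; inconclusive means compound itself probably fluorescent, or too few beads counted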;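 further: median green fluorescence of bound Bodipy-FL-GTP per Rab7 bead population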
# ABCG2 inh: human ABCG2 inhibition, ABCB1 as counter-screen; IgMXP3 cells, JC-1 efflux, flow cytometry; inhibition, % at 6.6 µM; hit rate 0.1% among 190,000; Q9UNQ0; AID 1325;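 active means inhibition above 80%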;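 further: 0% = DMSO and 100% = nicardipine control wells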
# Target sequence (Q9UNQ0 whole entry, looked up): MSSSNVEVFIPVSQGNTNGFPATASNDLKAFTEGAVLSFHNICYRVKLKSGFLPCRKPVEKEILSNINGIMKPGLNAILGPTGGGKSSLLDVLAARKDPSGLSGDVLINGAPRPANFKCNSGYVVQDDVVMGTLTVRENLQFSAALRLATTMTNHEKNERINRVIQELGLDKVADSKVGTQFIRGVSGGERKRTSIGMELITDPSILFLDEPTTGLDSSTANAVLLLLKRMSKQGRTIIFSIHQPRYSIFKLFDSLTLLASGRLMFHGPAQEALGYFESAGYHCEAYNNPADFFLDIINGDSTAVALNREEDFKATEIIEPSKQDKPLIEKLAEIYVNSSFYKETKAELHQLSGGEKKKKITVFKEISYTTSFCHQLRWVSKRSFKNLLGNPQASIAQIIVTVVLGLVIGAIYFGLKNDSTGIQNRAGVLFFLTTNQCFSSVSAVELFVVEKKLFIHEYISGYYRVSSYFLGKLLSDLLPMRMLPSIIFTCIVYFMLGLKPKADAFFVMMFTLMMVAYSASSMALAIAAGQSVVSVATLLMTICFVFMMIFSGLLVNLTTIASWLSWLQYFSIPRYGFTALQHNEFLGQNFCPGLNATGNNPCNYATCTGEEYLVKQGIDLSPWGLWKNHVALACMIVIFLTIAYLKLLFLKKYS
#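 Assay system – ABCG2 IgMXP3 and barcoded ABCB1 CCRF-Adr cell mix · Input – 3 million cells/mL in well · Reagent – JC-1 fluorescent substrate · Compound – single test compound dose, 6.6 µM final · Timing – 10 min exposure at 25 °C with rotation, no wash · Detection – flow cytometry of retained JC-1 fluorescence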
# Cdc42 wt GTP: changes GTP binding to wildtype human Cdc42. hit rate 0.2% among 190,000. percent activity (GTP binding), % at 10 µM. P60953. GST-Cdc42 beads, Bodipy-GTP binding, flow cytometry; actives lie on both sides;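 active means percent activity GTP binding at least 20 points away from the 100% baseline, either down as inhibitor or up as activator; inconclusive means compound flagged as likely green fluorescent from well-wide comparison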;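 further: median bead fluorescence of bound Bodipy-FL-GTP at 100 nM; 0% = excess unlabeled GTP control and 100% = no compound control; below 100% means less GTP binding so inhibitor and above means activator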
# Target sequence (P60953 whole entry, looked up): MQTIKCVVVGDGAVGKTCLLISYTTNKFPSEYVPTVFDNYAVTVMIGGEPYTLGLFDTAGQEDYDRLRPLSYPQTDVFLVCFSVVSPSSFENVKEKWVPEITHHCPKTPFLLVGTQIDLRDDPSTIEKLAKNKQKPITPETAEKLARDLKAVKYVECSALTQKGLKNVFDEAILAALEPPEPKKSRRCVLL
# Avidin bead fluor: avidin bead compound fluorescence profile; Avidin beads, compound fluorescence 488/530 nm, flow cytometry; active compounds read high; fluorescence (KMESF) at 10 µM; hit rate 0.38% among 220,000; in the data active means fluorescence above about 47; further: inactives centre near 10
# * = called active by the depositor; ? = inconclusive; . = no result given.
SMILES,GSH bead fluor,Rac1 wt GTP bind,Pf gamet viab,HRas wt GTP bind,ABCB1 inh,Rab2A wt mod,Rac1 mut GTP,Rab7 wt GTP bind,ABCG2 inh,Cdc42 wt GTP,Avidin bead fluor
COc1ccc(Cn2nnnc2C(c2cccs2)N2CCN(c3ccc([N+](=O)[O-])cc3)CC2)cc1 (stereo not given),36,106,.,103,0.5,103,101,103,1,106,5
Cn1c(=O)[nH]c(=O)c2c1nc(SCCN1CCCCC1)n2Cc1ccccc1,30,102,21,102,-0.4,102,99,103,-1,103,7
COc1cccc(OC)c1C(=O)N1CCN(Cc2ccccc2C(F)(F)F)CC1,4,108,3,102,0.5,102,103,100,2,103,4
CC1=C(C#N)C(C)C2=C(CC(C)(C)CC2=O)N1 (stereo not given),15,93,.,96,0.1,92,94,98,1,95,8
CC(C)(C)NC(=O)Cn1c(=O)oc2ccc(Cl)cc21,13,109,.,104,0.1,103,99,103,1,105,18
CCCCOc1ccc(-c2ncc(C(=O)O)c(C)n2)cc1,45,107,-24,102,0.7,101,100,102,2,102,35
CCC1Sc2ccccc2N(CC(=O)NC2CCCCC2)C1=O (stereo not given),20,101,4,101,1.0,101,93,105,6,99,10
CCn1ccnc1CNCc1cn(-c2cc(C)ccc2C)nc1-c1ccccc1,14,101,10,100,2.1,95,97,99,4,94,11
Cc1cc(C)cc(N2C(=O)CSC2c2ccccn2)c1 (stereo not given),10,99,3,97,1.8,100,95,96,2,97,2
Cc1ccc(C2CC(c3ccc(Cl)cc3)n3nc(N)nc3N2)cc1 (stereo not given),19,99,.,98,-2.1,96,99,97,-2,100,8
CCOc1cccc2cc(C(=O)NCc3cccnc3)c(=O)oc12,14,100,7,101,0.2,98,97,96,1,101,28
O=C(COC(=O)Cc1ccccc1F)Nc1ccc(Cl)cn1,10,99,11,95,0.4,96,98,100,2,99,10
Cc1cc2ccccn2c1C(=O)c1cccc(S(=O)(=O)N2CCOCC2)c1,12,98,7,95,0.3,99,97,96,0,96,12
COc1ccc(C2Nc3ccccc3C(=O)N2NS(C)(=O)=O)cc1OC (stereo not given),73,97,-7,94,-0.2,95,95,93,-1,93,12
COc1ccc(NC(=S)N(Cc2ccc(C)cc2)Cc2ccccn2)cc1,13,101,-26,97,0.1,105,95,106,0,97,10
CC(C)(C)N(Cc1ccccc1)C(=O)COC(=O)CCc1c[nH]c2ccccc12,10,103,.,100,3.5,98,98,100,47,100,22
CCOC(=O)C1=C(C(F)(F)F)Nc2ncnn2C1c1ccc(OC)cc1OC (stereo not given),6,108,-8,102,0.7,100,103,98,5,101,2
CCN(CC)C(=S)Nc1cc(C(=O)OC)ccc1C(=O)OC,12,104,.,102,-0.2,102,100,99,3,103,4
Cn1c(SCC(=O)OCC(=O)c2ccccc2)nnc1-c1cccs1,34,109,-27,102,-0.1,103,100,101,22,104,14
CCOC(=O)C(O)(CCC(O)(C(=O)OCC)C(=O)OCC)C(=O)OCC,10,101,.,99,0.8,99,100,99,3,103,12
c1ccc(OCCn2c(-c3ccco3)nc3ccccc32)cc1,51,104,.,101,0.6,100,100,104,3,100,33
O=C(NC(=S)NCCCN1CCOCC1)c1ccco1,7,98,7,96,1.2,98,94,101,3,96,23
CC(=O)c1sc(NS(=O)(=O)c2ccc(C)cc2)nc1C,26,100,-19,102,0.4,102,95,110,-1,95,11
Cc1ccn2cc(CCNS(=O)(=O)c3ccc(F)c(C(F)(F)F)c3)nc2c1,28,105,.,102,0.6,101,98,104,0,102,6
COc1ccccc1NC(=O)CCN1CCN(Cc2ccccc2)CC1,14,103,10,105,0.1,104,101,104,0,104,7
CCOc1ccc(N2C(=O)c3ccccc3C2=O)cc1,35,96,.,97,0.0,95,95,93,0,97,6
Cc1ccc(C(=O)CC(=O)COc2ccc(Cl)cc2)cc1,14,96,1,93,-0.3,92,95,93,0,97,4
O=C(Nc1ccsc1C(=O)NC1CCCCC1)c1ccccc1,38,101,-12,99,0.7,98,98,98,3,97,6
O=C1N=C(N2CCCCC2)S/C1=C\c1cn[nH]c1-c1ccccc1,11,96,.,96,-0.3,96,100,98,-1,96,13
CCCN1C(=O)/C(=C/c2ccccc2OCc2ccc(C(=O)O)cc2)NC1=S,10,97,0,94,-1.3,93,92,95,-5,93,10
O=[N+]([O-])c1ccc(N=Cc2sc3ccccc3c2O)cc1,11,97,21,101,-0.1,103,102,98,1,99,15
N#Cc1nc(-c2cccc3ccccc23)oc1N1CCCCC1,12,101,.,98,-8.3,97,99,97,1,99,18
O=[N+]([O-])c1ccc(-c2cn(-c3ccc(Cl)cc3)c(=S)[nH]2)cc1,7,96,.,93,-1.5,95,97,98,10,96,27
O=c1sc2ccccc2c(N2CCCCC2)c1[N+](=O)[O-],10,101,-15,100,0.3,99,96,105,3,99,6
O=C(c1ccccc1)N1CCN2C(=O)c3ccccc3C12c1ccc(Cl)cc1 (stereo not given),23,103,4,104,0.5,104,101,104,1,105,11
CSc1nc2c(cnn2-c2ccccc2)c(=O)n1N,16,98,.,98,0.0,97,96,99,0,96,8
Cc1ccc(NC(=O)CSc2nnc(Cn3c(=O)sc4ccccc43)n2C)cc1Cl,16,103,.,100,0.6,98,100,102,0,101,24
O=C1C2C3c4ccccc4C(c4ccccc43)[C@@H]2C(=O)N1c1cccnc1 (stereo not given in full),13,102,12,98,1.2,95,98,98,11,102,11
N#Cc1ccsc1NC(=O)c1ccccn1,41,102,13,101,0.4,101,98,100,5,102,9
N#Cc1ccc(CSc2nnc(-c3cccnc3)n2-c2ccccc2)cc1,25,102,.,97,-0.3,97,97,98,0,100,39
CCN(CC)C(=O)CSc1nc2sc3c(c2c(=O)n1-c1ccc(C)cc1)CC(C)(C)SC3,29,95,.,96,1.6,96,94,96,2,97,8
Cc1cc(C)nc(NC(=NCCc2c[nH]c3ccccc23)NC(=O)c2ccco2)n1,18,106,.,104,0.9,103,101,105,1,103,35
COc1ccc2c(c1)C(C)=CC(C)(C)N2C(=O)CSc1nnc(-c2ccc(C)cc2)o1,21,105,.,101,-4.0,100,102,97,-6,102,10
Cc1cc(C)nc(Sc2nc(Nc3ccccc3)nc(Sc3nc(C)cc(C)n3)n2)n1,10,102,15,101,0.3,99,101,102,1,102,3
CCN(CC)S(=O)(=O)c1ccc(NS(=O)(=O)c2cccs2)cc1,9,98,-38,99,0.1,100,96,102,0,97,10
O=C(O)c1cccc(NC(=O)c2cc(-c3cccc(Cl)c3)nc3ccccc23)c1,21,95,.,95,-0.6,95,93,94,-1,97,10
COc1ccc(OCC#CCn2ccnc2)cc1,11,104,-5,104,0.8,103,99,107,2,101,10
C=CCN1C(=O)/C(=C/c2cccs2)S/C1=N\S(=O)(=O)c1ccc(F)cc1,19,104,-5,101,0.6,100,98,98,1,104,16
COc1ccc(CCN(C)C(=O)CNC(=O)c2ccccc2F)cc1OC,12,100,.,98,0.5,96,96,99,3,99,25
CCOC(=O)CSC1=Nc2ccccc2C2=NC(CC(=O)NCc3cccs3)C(=O)N12 (stereo not given),12,96,.,97,0.0,96,95,96,-1,100,41
# The listing continues:
SMILES,GSH bead fluor,Rac1 wt GTP bind,Pf gamet viab,HRas wt GTP bind,ABCB1 inh,Rab2A wt mod,Rac1 mut GTP,Rab7 wt GTP bind,ABCG2 inh,Cdc42 wt GTP,Avidin bead fluor
CC(CCc1ccccc1)NC(=O)COC(=O)c1cc(NS(=O)(=O)c2ccc(Cl)c([N+](=O)[O-])c2)ccc1O (stereo not given),15,102,6,106,-0.3,104,100,109,-2,101,4
CCCNC(=O)COC(=O)c1ccc(-c2ccccc2)cc1,11,96,-1,96,0.6,101,95,99,8,97,15
CCOC(=O)CCCNC(=O)c1cncc(Br)c1,7,104,-1,104,0.7,105,99,103,2,107,17
Cc1nn(Cc2c(Cl)cccc2Cl)c(C)c1NC(=O)c1cn(-c2ccccc2)nc1-c1ccccc1,17,97,.,97,1.2,98,98,96,4,100,10
O=C1S/C(=C\c2ccccc2)C(=O)N1CC(O)Cn1c2ccccc2c2ccccc21 (stereo not given),10,103,-14,98,0.1,97,97,97,-3,101,10
NC(=O)c1c(NC(=O)c2ccco2)sc2c1CCC2,16,93,.,91,-0.3,88,92,90,0,89,2
CCN(CC)C(=O)CN(Cc1ccccc1)S(=O)(=O)c1ccc(F)cc1,15,103,.,100,-0.1,100,98,103,-10,100,8
Cc1nnc(-c2ccc(Oc3ccc(Cl)cc3)c([N+](=O)[O-])c2)o1,12,101,-29,102,.,101,101,102,.,104,6
Cc1ccccc1OCC(O)CN1CCC(C)CC1 (stereo not given),10,98,4,95,-0.6,95,94,94,6,93,11
COC(=O)c1sccc1NC(=O)Cn1cnc2c1c(=O)n(C)c(=O)n2C,12,?,.,?,0.4,?,?,?,1,?,9
COC(=O)c1ccc(C(=O)Nc2cc(Cl)ccc2Cl)cc1NC(=O)c1ccc(N(C)C)cc1,24,103,-4,101,-0.5,100,99,101,-1,101,21
O=C(Nc1ccc2c(c1)OCO2)N1CCCC1,13,102,4,99,0.0,100,93,107,2,95,8
CCN(CC)S(=O)(=O)c1ccc(NC2CCCc3ccccc32)nc1 (stereo not given),25,103,.,100,1.9,101,99,96,12,97,35
O=C(O)/C=C\C(=O)Nc1ccccc1C(=O)NC1CCCCC1,10,99,3,96,0.1,97,95,95,3,99,6
CCCSc1nc2[nH]ncc2c(=O)[nH]1,9,100,12,101,0.1,99,98,99,-4,100,4
COc1ccc(/C=C2/C(=O)OCc3cc(OC)c(OC)cc32)cc1,12,102,-1,101,0.6,97,96,101,6,98,15
Cc1ccc2ncc([N+](=O)[O-])n2c1,24,97,6,95,0.2,96,97,99,1,94,26
COc1ccc(-c2cc(C(=O)Nc3ccccc3SC)no2)cc1OC,26,103,-25,101,0.2,101,102,97,10,103,11
O=C(O)CSCC(=O)NCc1cccc(C(F)(F)F)c1,27,98,-3,96,-0.1,97,94,109,1,94,10

# An excerpt of these results, with two lines to a compound:
# The line under a structure holds: GSH bead fluor	Rac1 wt GTP bind	Pf gamet viab	HRas wt GTP bind	ABCB1 inh	Rab2A wt mod	Rac1 mut GTP	Rab7 wt GTP bind	ABCG2 inh	Cdc42 wt GTP	Avidin bead fluor
> COc1ccc(-c2cc(C(=O)Nc3ccccc3SC)no2)cc1OC
→ 26	103	-25	101	0.2	101	102	97	10	103	11
> COC(=O)c1ccc(C(=O)Nc2cc(Cl)ccc2Cl)cc1NC(=O)c1ccc(N(C)C)cc1
→ 24	103	-4	101	-0.5	100	99	101	-1	101	21
> O=C(O)CSCC(=O)NCc1cccc(C(F)(F)F)c1
→ 27	98	-3	96	-0.1	97	94	109	1	94	10

# Screening results: PubChem, several laboratories
